OX1R antag-1 = OX1R (HCRTR1) antagonists, primary screen, fluorescence, CHO/OX1R cells, Fluo-8 calcium, orexin A; Fluo-8 calcium fluorescence; hit rate 0.43% among 330,000; AID 434989, 2010; Orexin/Hypocretin receptor type 1 (Homo sapiens), O43613; inhibition, % at 5 µM;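 active = inhibition above its plate's threshold, mean inhibition of all tested compounds on the plate plus 3 SD, cut at about 37% in these data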;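 note: 0% = orexin A challenge wells and 100% = SB-334867-A antagonist wells; not every result past the cut was called active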
Target sequence (O43613 whole entry, looked up): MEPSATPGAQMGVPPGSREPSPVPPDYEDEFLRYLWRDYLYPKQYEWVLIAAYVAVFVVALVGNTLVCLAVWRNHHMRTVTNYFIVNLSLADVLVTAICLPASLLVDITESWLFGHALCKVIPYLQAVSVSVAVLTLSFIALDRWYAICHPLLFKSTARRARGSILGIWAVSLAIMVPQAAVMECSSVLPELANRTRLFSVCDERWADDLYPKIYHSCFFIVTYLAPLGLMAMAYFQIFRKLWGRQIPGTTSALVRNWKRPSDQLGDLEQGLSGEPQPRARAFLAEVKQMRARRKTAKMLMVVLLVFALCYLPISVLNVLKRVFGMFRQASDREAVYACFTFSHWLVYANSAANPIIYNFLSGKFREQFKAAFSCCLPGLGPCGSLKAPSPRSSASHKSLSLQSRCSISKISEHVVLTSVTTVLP
OX1R antag-2 = antagonists of human orexin 1 receptor (OX1R); Orexin/Hypocretin receptor type 1 (Homo sapiens), O43613; OX1R-expressing cells, FRET antagonist read-out; inhibition, % at 6.6 µM; hit rate 1.8% among 330,000; AID 485270, 2010; in the data active = inhibition mostly above about 38%, no sharp cut-off; inactive = mostly below about 40%;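 note: 0% = agonist challenge alone and 100% = reference antagonist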
* marks the source's active call; other numbers are inactive results.

SMILES	OX1R antag-1	OX1R antag-2
Cc1nc(NC(=O)c2ccccc2)sc1C1(C)CC(c2ccc(OC(F)(F)F)cc2)=NO1 (centres undefined)	-15	6
COc1ccccc1C(=O)N/C(=C\c1ccc(Br)cc1)C(=O)N1CCCC1	-42	2
C=CCNC(=O)c1ccccc1NC(=O)c1ccccc1SC	-12	8
O=C(Nc1ccc(F)cc1F)N1CCCN(c2ccc(C(F)(F)F)cn2)CC1	-21	5
Cc1ccc(C)c(NC(=O)CSc2nc3ccc(N4C(=O)c5ccccc5C4=O)cc3s2)c1	-10	36
O=C(CSCc1ccc(Cl)cc1Cl)Nc1ccc(O)cc1C(=O)O	6	-11
CCC(C)(C)NC(=O)C1CC(=O)N(CCc2ccc(F)cc2)C1 (centres undefined)	-1	14
Cc1cc(=O)n(Cc2ccccc2)c2ccccc12	-16	2
COc1ccc(C2=Nn3c(nnc3-c3ccccc3)SC2)cc1OC	4	4
CCOc1ccc(NC(=O)c2c(NC(=O)CN3CCN(C)CC3)sc3c2CCC3)cc1	-22	14
CCCS(=O)(=O)c1c(S(=O)(=O)CCC)c2ccc(C(N)=O)cn2c1C(=O)c1ccc(OC)cc1	-44	18
O=C(COC(=O)c1ccc(Cl)cc1[N+](=O)[O-])NC(=O)c1ccccc1	-9	13
CCOC(=O)c1c(NC(=O)CSc2cn(CC)c3ccccc23)sc2c1CCC2	-18	-1
CCOC(=O)C1=C(C)N(CCCC(=O)O)C(=O)NC1c1ccc(Cl)cc1Cl (centres undefined)	-6	20
CCOc1ccc(C(=S)N2CCCC2)cc1	-22	18
COc1ccc(NC(=O)CCN2C(=O)C3C4C=CC(C4)C3C2=O)cc1 (centres undefined)	-16	-2
Cc1ccc(CN2CCN(Cc3ccc4c(c3)OCCO4)CC2CCO)cc1 (centres undefined)	-39	31
Cc1ccc2oc(=O)c3cc(C(=O)NCCN4CCc5ccccc5C4)sc3c2c1	-4	13
Clc1cc(Cl)cc(C2=NC(Cc3ccccc3)CO2)c1 (centres undefined)	-29	36
CC(C)(C)c1ccc(OCc2cnc(Cl)s2)cc1	0	9
O=C1CC(N2CCN(c3ccccc3Cl)CC2)C(=O)N1c1ccc(F)cc1 (centres undefined)	-6	12
COc1ccc(/C=C2\CCC(C3CCCC3)C2=O)c(OC)c1OC (centres undefined)	-20	9
O=C(NCC1CCCO1)C1c2ccccc2Oc2ccccc21 (centres undefined)	-17	11
Cc1cc(C)c(C)c(S(=O)(=O)Nc2ccccc2C(=O)NN2CCOCC2)c1C	-11	8
COC(=O)CSc1nnc(-c2ccc(S(=O)(=O)N3CCCCC3)cc2)o1	-13	10
COc1ccc(NC(=O)COC(=O)c2cc(C)oc2C)cc1OC	-7	4
O=C(OCc1c(Cl)cccc1Cl)c1ccccn1	-8	-5
CSCCC(NC(=O)c1ccccc1Cl)C(=O)Nc1cccc(S(=O)(=O)N2CCCC2)c1 (centres undefined)	-30	14
Cc1cc(=O)[nH]c(N/N=C/c2ccccn2)n1	7	13
CC(C)NC(=O)Nc1ccc2c(c1)CC(=O)N([C@@H](C)CO)C[C@H](C)[C@@H](CN(C)C(=O)NC1CCCCC1)O2	-7	-4
C=CCOc1ccc(/C=N/NC(C)=O)cc1OCC	-17	-3
NC(=O)CC(NC(=O)c1ccccc1)c1ccc(N2CCC(N3CCCC3)CC2)c([N+](=O)[O-])c1 (centres undefined)	9	27
CCOc1cc(NC(=S)NCCCN2CCOCC2)c(OCC)cc1NC(=O)C1CC1	-27	12
CCN(C(=O)c1ccc2c(=O)n3c(nc2c1)CCCCC3)c1ccc(F)cc1	-31	12
CCOc1ncccc1C(=O)N(C)CC(=O)Nc1ccccc1SC	-18	-5
COC(=O)c1ccc(C(=O)N2CCCC(Nc3ccc(C(C)C)cc3)C2)cc1 (centres undefined)	-10	3
Cc1cc(=O)n(CC=C(Cl)Cl)c2ccccc12	-16	12
Cc1ccc(NC(=O)CNc2cc(S(=O)(=O)N3CCOCC3)ccc2N2CCOCC2)cc1S(=O)(=O)N(C)C	-6	7
O=C(NC12CC3CC(CC(C3)C1)C2)N(Cc1ccccc1)Cc1ccncc1	-20	27
O=C(CNCCc1ccc(Cl)cc1Cl)NCc1ccco1	-28	15

Ordered by the number under OX1R antag-2 (low to high): 3 of the compounds above
compound,OX1R antag-1,OX1R antag-2
O=C(OCc1c(Cl)cccc1Cl)c1ccccn1,-8,-5
Cc1cc(C)c(C)c(S(=O)(=O)Nc2ccccc2C(=O)NN2CCOCC2)c1C,-11,8
Cc1ccc(C)c(NC(=O)CSc2nc3ccc(N4C(=O)c5ccccc5C4=O)cc3s2)c1,-10,36

Other entries follow:
SMILES	OX1R antag-1	OX1R antag-2
CC(=O)C1=C(C)Nc2ncnn2C1c1ccc(Br)cc1 (centres undefined)	0	0
Cc1cc(-c2c(C(=O)N3CCOCC3)c(C)nn2-c2ccccc2)no1	-10	1
COc1ccc(-c2cc(C(=O)Nc3ccc(C)cc3)no2)cc1	-6	6
Cc1ccc2c(c1)cc(CN(Cc1ccco1)C(=O)COc1ccccc1)c1nnnn12	-25	8
Cc1ccc(/C=N/n2c(COc3ccccc3)n[nH]c2=S)s1	-12	16
CN(C)C(=O)c1cccn(Cc2cccc(C(F)(F)F)c2)c1=O	20	10
Cc1nnc2n(C)c(=O)c3c4c(sc3n12)COC(C)(C)C4	7	4
Cn1c(SCC(=O)NC(=O)CN2CCCC2=O)nnc1-c1ccc(F)cc1	-2	12
COC(=O)c1cc(C(=O)Nc2ccc(C)cn2)cc([N+](=O)[O-])c1	-26	50*
Cc1nn(C(C)c2n[nH]c(=S)n2-c2ccc(F)cc2)c(C)c1[N+](=O)[O-] (centres undefined)	-7	12
COC(=O)c1ccc(N2C(=O)CC(NCc3ccccc3)C2=O)cc1 (centres undefined)	-21	30
Cc1ccc(CNC(=O)C2CCCN2C(=O)Nc2ccc(C)cc2)cc1 (centres undefined)	-18	6
Nc1cc(=O)[nH]n1C1CCCCC1	-7	10
O=C(Nc1ccc(S(=O)(=O)N2CCCC2)cc1)c1cccs1	-5	19
O=C(CSc1nc2ncc(Cl)cc2[nH]1)NCCc1ccc(F)cc1	-23	33
CCc1nc(NCC2CCCO2)c2oc3ccccc3c2n1 (centres undefined)	-31	12
COc1ccc(C2c3[nH]c4ccccc4c3C[C@H]3C(=O)N(c4ccccc4C(=O)N4CCC[C@@H]4C(=O)O)C(=O)N23)cc1 (some centres undefined)	-19	7
O=C(NCc1ccc(F)cc1)c1ccc(N2CCOCC2)c([N+](=O)[O-])c1	-2	9
COc1ccc(S(=O)(=O)N2CCC(NC(=O)Nc3ccc(C)cc3)CC2)cc1	-35	2
Cc1ccc(C(=O)OCC(=O)N(CCc2ccccc2)Cc2ccccc2)cc1S(=O)(=O)N1CCOCC1	-2	32
O=C(/C=C/c1ccccc1)NC(=S)NNC(=O)c1cnccn1	-5	10
Nn1c(SCC(=O)N2CCCc3ccccc32)nnc1-c1ccccc1	-32	16
CCn1c(CNC(=O)c2ccc(Cl)cc2)nnc1SCC(=O)NC1=NCCS1	-7	9
CCn1nc(C)c(NC(=O)c2cc(Br)ccc2Cl)c1C	-16	14
Cc1ccc(S(=O)(=O)N(Cc2cccnc2)Cc2cc3ccccc3[nH]c2=O)cc1	-23	16
Cc1ccc2nc(SCC(=O)Nc3oc(C)c4c(C)n[nH]c(=O)c34)[nH]c2c1	-17	7
Cc1nc2nc(SCC(=O)Nc3cccc(F)c3)[nH]c2cc1Br	-10	58*
c1cnc2nc(-c3ccc4c(c3)OCO4)cn2c1	-7	10
CN1CCN(C(=O)c2cccc(COc3cc(Cl)ccc3Cl)c2)CC1	-14	21
COc1cc(/C=C/C(=O)c2ccc3c(c2)OCCO3)cc(Br)c1OCC(=O)N(C)C	-22	9
COc1cc2c(cc1OC)CC1(CCCCC1)N=C2	-22	18
Cc1ccc(-n2nnc(-c3nccn3C)n2)cc1	-17	12
O=C(COc1cc2oc(=O)cc(-c3ccccc3)c2cc1Cl)NCCN1CCOCC1	7	49*
CCCCn1c(SCC(=O)/C(C#N)=C(\C)N)nc2ccccc2c1=O	-18	8
Cc1ccc(-c2ccc(=O)n(CC(=O)N3CCN(c4cc(Cl)ccc4C)CC3)n2)cc1	-11	0
COCCCNC(=O)c1ccccc1Sc1ccc(NC(C)=O)nc1	-28	24
C=CCOc1ccc(/C=C/C(=O)OCC(=O)NNC(=O)c2ccccc2F)cc1	-3	13
COCCNc1nnc(SCC(=O)N(C)c2c(N)n(Cc3ccccc3)c(=O)[nH]c2=O)s1	-11	16
Cc1ccc(C(=O)NCCc2nnc3ccc(SCC(=O)Nc4c(C)cc(C)cc4C)nn23)cc1	-17	-3
CC(C)OP(=O)(c1ccc(N(C)C)cc1)C(O)c1ccc(C(C)C)cc1 (centres undefined)	-14	1

Entries of single compounds as entered above. Screens in order: OX1R antag-1	OX1R antag-2
`Cc1ccc(-c2ccc(=O)n(CC(=O)N3CCN(c4cc(Cl)ccc4C)CC3)n2)cc1` is entered as -11	0
`COc1cc2c(cc1OC)CC1(CCCCC1)N=C2` is entered as -22	18
`Cc1nc2nc(SCC(=O)Nc3cccc(F)c3)[nH]c2cc1Br` is entered as -10	58*
`Cc1ccc(-n2nnc(-c3nccn3C)n2)cc1` is entered as -17	12
`CN1CCN(C(=O)c2cccc(COc3cc(Cl)ccc3Cl)c2)CC1` is entered as -14	21

(cont.)
SMILES	OX1R antag-1	OX1R antag-2
CCN1CCN(S(=O)(=O)c2ccc(F)c(C(=O)Nc3c(F)cc(F)cc3Br)c2)CC1	-27	10
CCc1cccc2c(N=O)c(O)[nH]c12	-17	18
COc1ccc(C(=O)NC2CCN(C(=S)Nc3ccccc3)CC2)cc1	-15	6
CCOc1ccc(N(C(C)C(=O)N/N=C(\C)c2cccc(NC(=O)c3ccccc3)c2)S(C)(=O)=O)cc1 (centres undefined)	-3	46
COc1ccc(-n2nc3c(c2NC(=O)COc2ccccc2)CS(=O)C3)cc1 (centres undefined)	7	15
COc1ccc(C(=O)N=c2nc3ccccn3s2)cc1	-26	14
CC1CCCCN1CCNC(=O)c1ccc2c(=O)n(CCc3ccccc3)c(=O)[nH]c2c1 (centres undefined)	-12	33
O=C(c1cccnc1NCc1ccccc1)N1CCOCC1	-6	16
COCCNc1nnc(SCC(=O)NC(=O)c2ccccc2)s1	2	15
COc1cccc(CNC(=O)CCC2CCCN(Cc3cc(Cl)ccc3O)C2)c1 (centres undefined)	-16	21
CCC(=O)c1ccc(OCC(=O)NCC2(N3CCCCC3)CCCCC2)cc1	-21	5
O=C(Nc1cccc([N+](=O)[O-])c1)C(=O)N1CCCCC1	6	14
Cc1ccc(Cl)c(OCCN2CCc3ccccc3C2)c1	-29	5
CCOC(=O)c1ccc(NC(=S)N2CCN(CCN=CC3=C(O)CC(C)(C)CC3=O)CC2)cc1	-24	0
CCOc1ccc(OCCOCCNCCOC)cc1	0	24
CN1C(=O)CSc2ccc(NC(=O)N3CCOCC3)cc21	-19	9
CC(C)NC(=O)c1ccc(N2CCOCC2)nc1	6	9
Nc1c(-c2cccs2)cnn1-c1nc(-c2ccc(Cl)cc2Cl)cs1	-17	11
CCn1c(SCC(=O)N/N=C/c2ccncc2)nc2ccccc21	-10	25
Cc1cc(NC(=O)c2sccc2C)n(-c2nc3ccccc3[nH]2)n1	-48	17
CC(NC(=O)Cn1nc(C(F)(F)F)c2c1CCC2)c1ccccc1 (centres undefined)	-8	4
Cc1ccc2nc(SCC(=O)NCc3cccs3)[nH]c2c1	-17	48
Cc1ccc(Cc2cnc(NC(=O)/C(C#N)=C/c3ccc(-c4ccc([N+](=O)[O-])cc4)o3)s2)cc1	-9	8
CC(C)COc1ccc(/C(=N/O)c2ccccc2)cc1	26	6
O=C(O)/C=C/C(=O)Nc1ccc(-n2nccc2C(F)(F)F)cc1	-5	7
Cc1cc(C)cc(OCC(=O)OCC(=O)N2CC(=O)Nc3ccccc32)c1	2	9
CCC(NC(=O)c1ccccc1NC(=O)c1ccco1)C(=O)NC1CCCCC1 (centres undefined)	-36	21
O=C(Cc1cccs1)Nc1ccc(F)cc1	13	7
c1coc(-c2ccnc3ncnn23)c1	1	18
CN(CCOc1ccc(Cl)cc1)CC(=O)Nc1ccc(OC(F)F)cc1	-19	-4
CC(C)OCC(O)CSc1ccccn1 (centres undefined)	-4	4
N#Cc1ccc(OCC(=O)Nc2cc(S(=O)(=O)N3CCOCC3)ccc2N2CCOCC2)cc1	2	3
Cn1c(CC(=O)Nc2ccccc2)n[nH]c1=S	-21	14
O=c1[nH]c2ccc(Cl)cc2c(-c2ccccc2)c1SC(=S)N1CCCCC1	-16	18
CCN(CC)C(=O)[C@H]1CC(CC(=O)NCCCN(C)C)C(=O)N2CCc3c([nH]c4ccc(OC)cc34)[C@]12C (some centres undefined)	7	1
O=[N+]([O-])c1ccc(N2CCN(c3ccccc3O)CC2)cc1	-5	16
CN(C(=O)c1cn2ccccc2n1)c1c(N)n(Cc2ccccc2)c(=O)[nH]c1=O	-10	16
CC(=O)Oc1ccc2oc(=O)c3c(c2c1)CCCN3C(=O)CN1CCN(c2ncccn2)CC1	-19	30
CCCn1c(N)c(N(CCOC)C(=O)c2cccc(S(=O)(=O)N3CCCc4ccccc43)c2)c(=O)[nH]c1=O	-23	13
O=c1c2c(nc3cc(-c4ccccc4)[nH]n13)CCC2	-5	22
CC(C)c1ccc(N(CC(=O)NCc2ccco2)C(=O)CCC(=O)Nc2ccccn2)cc1	-48	14
O=C(Nc1ccc2oc(-c3ccccc3)nc2c1)c1cccnc1	-2	53
CCOC(=O)CSc1n[nH]c(=O)n1CCc1ccccc1	-5	-5
Cc1cccc(-n2cnc3cc([N+](=O)[O-])ccc32)c1	-31	11

Source: PubChem BioAssay

Hits appear at their usual frequency. Share with any hit: about 2.1%.
